# Assay outcomes: PubChem, Broad Institute
# Cneo AK release: causes C. neoformans cell lysis; 360,000 tested, 0.2% active; lysis activity, % at 15 µM; adenylate kinase release luminescence, 4 h; normalised: neutral wells 0, clomiphene wells 100; AID 651654;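 active means mean lysis activity across replicates of at least 80%, whatever share of replicates individually reach that level; inactive means mean lysis activity below 80%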
#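 Test system: log-phase Cryptococcus neoformans yeast cells. Input: 5 × 10^6 yeast cells/mL. Medium: fresh YPD growth medium. Doses: single dose. Incubation: static 4 h at 37 °C with compound, 1 h detection. Measured by: luminescent adenylate kinase detection reagent. Read-out: signal increase indicating cell lysis. Benchmarks: Clomiphene.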
# RAD54 branch: blocks human RAD54 Holliday junction branch migration. FAM/BHQ fluorescence. AID 602329. inhibition, % at 10.4 µM. 360,000 tested, 0.14% active. Q92698;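 active means mean normalized replicate activity at least 40 and at least half of replicates scoring 40 or more; inconclusive means only one of the two criteria met; inactive means mean below 40 and under half of replicates reaching 40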;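 further: 0% = median of neutral control wells and 100% = median of positive control wells; inhibitors cause a drop in the FAM fluorescence signal; in these data hits start at about 50%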
# PglD inh: inhibitors of Campylobacter jejuni PglD acetyltransferase; purified PglD enzyme, DTNB colorimetric CoA detection; 360,000 tested, 0.098% active; AID 602405; inhibition, % at 12.5 µM; in the data active means inhibition above about 16%, passing the limit was not always enough; inconclusive means no clear call, values can overlap the other calls; further: strong numbers were not always called active
# ERAP1 inh: inhibitors of human ERAP1 aminopeptidase | recombinant ERAP1, Leu-AMC fluorescence, 60 min | Q9NZ08 | inhibition, % at 10.7 µM | 340,000 tested, 0.15% active;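 active means mean replicate inhibition of at least 30%, or all replicates individually reaching that 30% level; inactive means mean below 30% and not every replicate reaching it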;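 further: 0% = neutral control wells and 100% = L-leucinethiol positive control wells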
# Target sequence (Q9NZ08 whole entry, looked up): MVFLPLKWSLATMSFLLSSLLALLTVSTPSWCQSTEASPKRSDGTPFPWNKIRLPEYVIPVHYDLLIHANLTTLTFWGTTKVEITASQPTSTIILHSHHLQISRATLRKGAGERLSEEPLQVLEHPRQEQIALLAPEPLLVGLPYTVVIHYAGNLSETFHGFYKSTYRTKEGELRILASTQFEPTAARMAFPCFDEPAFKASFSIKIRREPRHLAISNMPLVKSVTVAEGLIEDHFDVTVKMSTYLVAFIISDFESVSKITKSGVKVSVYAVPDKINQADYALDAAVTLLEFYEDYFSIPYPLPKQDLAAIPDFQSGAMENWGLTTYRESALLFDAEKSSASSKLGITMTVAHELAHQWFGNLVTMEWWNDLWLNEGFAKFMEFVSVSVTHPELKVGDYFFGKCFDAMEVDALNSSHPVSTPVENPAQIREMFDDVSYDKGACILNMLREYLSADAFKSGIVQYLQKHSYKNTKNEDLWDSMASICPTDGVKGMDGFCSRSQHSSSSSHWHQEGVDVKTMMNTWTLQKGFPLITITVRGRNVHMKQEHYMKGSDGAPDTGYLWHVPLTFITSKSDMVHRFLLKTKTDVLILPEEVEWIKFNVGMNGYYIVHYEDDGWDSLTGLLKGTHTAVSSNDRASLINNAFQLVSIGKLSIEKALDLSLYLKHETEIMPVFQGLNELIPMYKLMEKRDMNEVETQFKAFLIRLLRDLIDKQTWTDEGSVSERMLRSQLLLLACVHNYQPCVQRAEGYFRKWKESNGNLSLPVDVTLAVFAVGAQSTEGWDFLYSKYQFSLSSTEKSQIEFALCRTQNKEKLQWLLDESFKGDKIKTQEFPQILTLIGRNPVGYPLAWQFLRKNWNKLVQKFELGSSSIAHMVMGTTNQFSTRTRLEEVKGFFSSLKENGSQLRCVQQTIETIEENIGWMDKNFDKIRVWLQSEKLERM
# miR-122 sensor: miR-122 inhibition in Huh7 cells | Huh7 miR-122 Renilla luciferase sensor, 48 h; neutral wells = 0, positive control = 100 | activation (reporter increase), % at 12.5 µM | 340,000 tested, 0.3% active;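 active means mean replicate activation score at least 90 and every replicate individually at or above 90; inconclusive means only one of the two criteria met; inactive means neither criterion met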;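 further: higher luciferase means less miR-122 activity so hits act as miR-122 inhibitors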
# PGC1a acetyl inh: modulators of PGC1a acetylation. U2OS PGC1a acetylation, AlphaScreen anti-acetyl-lysine; with virally co-expressed GCN5 acetyltransferase. inhibition, % at 15.6 µM. AID 651687. 350,000 tested, 0.17% active;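 active means every replicate shows inhibition of at least 40%; inconclusive means mean inhibition at least 40% but some replicate below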;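 further: 0% = neutral control wells and 100% = positive control wells; some results beyond the cut were filed as inactive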
# E-selectin induc: induces E-selectin expression in human endothelial cells; HUVEC E-selectin immunofluorescence imaging; normalized: neutral wells 0, TNF-alpha wells 100; P16581; activation, % at 7.58 µM; AID 686992; 260,000 tested, 0.37% active;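 active means mean E-selectin-positive cell signal at least 10% of the positive control, reached in at least 60% of replicates, without over 20% cell loss; inconclusive means no rule given, readout overlaps actives, possibly toxicity-flagged; inactive means the rest, including those meeting only one limit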;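 further: in these data hits start at about 27%; measured in HUVEC primary endothelial cells; signal is the percent of cells scored E-selectin positive by PE staining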
#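 Material: HUVEC primary endothelial cells; Amount: 3,000 cells per well; Dosing: single concentration; Medium: EGM-2 growth medium on 0.1% gelatin-coated wells; Read-out basis: percent E-selectin-positive cells; Signal: immunofluorescence imaging; Control set: TNF-alpha, DMSO.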
# RAD52 anneal inh: inhibitors of human RAD52 DNA annealing. inhibition, % at 18.7 µM. AID 651710. 360,000 tested, 0.46% active. recombinant RAD52 DNA annealing, FRET fluorescence. P43351;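 active means every replicate showing at least 50% inhibition; inconclusive means mean inhibition at least 50% but not in every replicate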
# Starred values were filed as active, the others as inactive; ? = inconclusive; . = no result given; & = joins results of further samples; [ ] = dose if it differs, or a comment.
SMILES,Cneo AK release,RAD54 branch,PglD inh,ERAP1 inh,miR-122 sensor,PGC1a acetyl inh,E-selectin induc,RAD52 anneal inh
CCCOc1ccc(NC(=O)CNC(=O)c2cc(OC)cc(OC)c2)cc1OCCC,4,12,-3,-10,-6,4,0.0,-14
CCC(=O)Nc1nnc(-c2ccc(OC)cc2)o1,1,-14,-3,-4,-4,5,1.2,-12
C[C@H]1CCCCO[C@@H](CN(C)S(=O)(=O)c2cccs2)[C@@H](C)CN([C@@H](C)CO)C(=O)c2cc(NS(=O)(=O)c3ccc(F)cc3)ccc2O1,-1,-6,-2,-2,-10[16.7 µM],-5,.,11
CC(C)(C)OC(=O)N[C@@H](Cc1ccccc1)C(=O)NCC1CCC(C(=O)N[C@@H](CCC(N)=O)C(=O)O)CC1 (stereo not given in full),-1,-35,4,-3,-1,3,0.1,-9
C[C@H]1CN([C@@H](C)CO)C(=O)c2cc(C3=CCCCC3)cnc2O[C@H]1CN(C)Cc1ccncc1,9,-4,6,-1,37[16.7 µM],-2,?,13
CN1C(=O)c2cc(NC(=O)c3ccc(F)cc3)ccc2OC[C@H]2O[C@H](CC(=O)NCC3CC3)CC[C@H]21,-2,-12,-1,-3,5[16.7 µM],-2,0.1,5
CN1c2ccc(C3=CCCCC3)cc2[C@@H]2[C@@H](CCN2C(=O)C2CCCC2)[C@H]1CO,23,5,1,-1,-5[16.7 µM],11,0.4,-1
O=CNc1ccccc1Oc1ccccc1,1,-4,-3,.,5,43,.,.
N#C[C@@H]1[C@@H](c2ccc(C#Cc3cccc(F)c3)cc2)[C@@H](CO)N1C(=O)C1CCC1,2,7,2,1,.,-13,0.1,1
Cc1ccc(S(=O)(=O)Nc2ccc3c(c2)C(=O)N([C@H](C)CO)C[C@@H](C)[C@@H](CN(C)C(=O)C2CCCCC2)OCCCC[C@H](C)O3)cc1,-3,-2,1,-4,-4[16.7 µM],3,-0.2,1
CCOC(=O)CSc1nnc(CCCCCN2C(=O)c3cccc4cccc(c34)C2=O)o1,.,.,.,3,-4,4,-7.5,-12
Cc1ccc(S(=O)(=O)N(CC(=O)Nc2cccc(N(C)S(C)(=O)=O)c2)c2ccc(Cl)c(Cl)c2)cc1,7,-2,3,.,12,-18,.,.
O=C(CSc1ncnc2sc3c(c12)CCCC3)c1ccco1,-5,3,5,.,8,5,.,.
NS(=O)(=O)c1ccc(CNC(=S)NCc2ccc(F)cc2)cc1,-1,7,3,4,-5,2,-0.5,-4
CO[C@@H]1CN(C)C(=O)c2ccc(NC(=O)Nc3ccccc3)cc2OC[C@@H](C)N(C(C)=O)C[C@H]1C,.,.,.,-1,.,11,0.0,22
OCCN1CCN(c2ncnc3nc[nH]c23)CC1,1,3,3,4,-4,4,0.1,-8
CCC(=O)NC(=S)Nc1ccc(S(=O)(=O)NC(C)C)cc1,2,8,7,4,.,10,.,-6
CN(C(=O)CCN1C(=O)c2ccccc2C1=O)C1CCCCC1,0,5,-1,.,5,4,.,.
COc1ccc(S(=O)(=O)N(Cc2ccccc2)Cc2nc(-c3ccccc3)no2)cc1,1,2,-9,.,-3,-26,.,.
COc1ccc(/C=C/C(=O)NC(=S)NCCc2ccc(OC)c(OC)c2)cc1,4,-3,-4,-4&-2,-3,-15,.,-5&-17
Cc1ccc2c(c1)N(CC(=O)NCCc1c[nH]c3ccccc13)C(=O)CO2,-1,-5,11,.,-1,.,.,.
CC1CC(C)CN(C(=O)COc2ccc([N+](=O)[O-])cc2Cl)C1 (stereo not given),.,.,.,-1,.,-2,0.3,-1
Cc1[nH]c(C)c(S(=O)(=O)N2CCN(c3cccc(Cl)c3)CC2)c1C(=O)N1CCCCC1,1,0,-2,2,-2,-2,.,-7
Cc1ccc(C(=O)C(C(=O)/C=C/c2ccccc2)=C2SCCCS2)cc1,1,1,-2,.,5,8,.,.
O=C(C[C@H]1C[C@H]2c3cc(NC(=O)CC4CC4)ccc3O[C@H]2[C@@H](CO)O1)NCC(F)(F)F,-1,2,-3,-4,7[16.7 µM],5,0.3,-9
# New compounds follow
SMILES,Cneo AK release,RAD54 branch,PglD inh,ERAP1 inh,miR-122 sensor,PGC1a acetyl inh,E-selectin induc,RAD52 anneal inh
COc1cccc(CNC(=O)Cc2ccc(NC(=O)C3=C(C)OCCS3)cc2)c1,-3,9,.,2,1,-1,.,-21
CC(OC(=O)c1cccc(S(=O)(=O)N2CCCC2)c1)C(=O)c1ccccc1 (stereo not given),-4,-5,0,4,11,0,.,0
O=S(=O)(c1ccccc1F)N1CCCCN2[C@H](CO)[C@H](c3ccc(-c4ccncc4)cc3)[C@H]2C1,-1,-3,0,0,6[16.7 µM],-9,0.1,-8
C[C@H]1CN([C@@H](C)CO)C(=O)c2cccc(N(C)C)c2O[C@@H]1CN(C)C(=O)NC1CCCCC1,-2,0,-7,1,17[16.7 µM],1,-0.1,-9
CNC(=O)C[C@@H]1CC[C@H]2[C@H](COc3ccc(NC(=O)c4cnccn4)cc3C(=O)N2C)O1,-1,-10,0,.,8[16.7 µM],-2,0.0,.
Cc1ccc(S(=O)(=O)N2CCCCC2)cc1NC(=O)c1cccs1,.,.,.,1,.,-2,-0.2,-3
COc1ccccc1C(=O)Nc1ccc2c(c1)C(=O)N(C)C[C@@H](OC)[C@H](C)CN[C@@H](C)CO2,0,-3,0,-2,8[16.7 µM],-14,0.3,-10
CC(C)(C)OC(=O)N1CCC(C(=O)N[C@@H](Cc2c[nH]c3ccccc23)C(=O)O)CC1,2,-4,-3,2,7,-9,.,-12
COCC(=O)N1CC(=O)N2[C@H](CO)[C@@H](c3ccc(C#Cc4cccnc4)cc3)[C@@H]2C1,.,.,.,-2,.,0,0.8,-6
CCOC(=O)N1CCN(C(=O)c2ccc3nc4cc(Cl)ccc4c(=O)n3c2)CC1,-1,3,1,.,0,1,.,.
CCOC(=O)C(CO)NC(=O)C1(NC(C)=O)CCCC1 (stereo not given),0,-2,-8,0,.,0,-0.2,-10
Cc1cc(C)nc(/N=C(\N)Nc2ccc(S(=O)(=O)Nc3nccc(C)n3)cc2)n1,-2,3,-1,-5,-5,-2,.,43
CNC(=S)N/N=C/c1cc(Br)c(OCc2ccncc2)c(OC)c1,0,12,-4,-1,-3,0,0.0,-1
COc1ccc(NS(=O)(=O)c2cc(NC(=O)[C@@H](NC(=O)c3ccccc3)C(C)C)ccc2C)cc1,1,-7,0,.,?,-6,.,.
C[C@@H]1CCCCO[C@@H](CN(C)Cc2ccc(C(F)(F)F)cc2)[C@H](C)CN([C@H](C)CO)C(=O)c2cc(NC(=O)Nc3cccc4ccccc34)ccc2O1,10,9,-4,.,-11[16.7 µM],-1,0.3,.
Cc1ccc(NC(=O)Cc2cn3ccsc3n2)nc1,-6,-1,1,.,5,3,.,.
CCOc1ccc(S(=O)(=O)/N=C(/Nc2ccc(C)c(S(=O)(=O)N3CCOCC3)c2)c2ccccc2)cc1,-1,-7,-2,-9,107*,-17,.,-1
O=C(CN1C(=O)c2ccccc2S1(=O)=O)NCCSCc1ccco1,-1,-5,-2,.,.,-1,.,.
C[C@H]1CN([C@@H](C)CO)C(=O)c2cc(-c3ccncc3)cnc2O[C@H]1CN(C)C(=O)Cc1cccnc1,-2,0,4,.,-6[16.7 µM],-1,7.1,.
C[C@H]1CN([C@@H](C)CO)C(=O)c2cc(Br)cnc2O[C@@H]1CN(C)C(=O)c1ccccc1F,1,9,2,0,16[16.7 µM],-6,-5.6,3
Cc1cc(S(=O)(=O)N2CCC3(CC2)OCCO3)c(C)cc1Cl,-1,2,-5,-3,.,.,-0.2,0
O=C(Cn1ccc([N+](=O)[O-])n1)NCc1cccs1,2,0,0,0,.,2,.,0
CCNC(=S)NNC(=O)C(c1ccccc1)c1ccccc1,-2,-4,-2,1,6,-4,.,-8
CN(C)CC(=O)Nc1ccc2c(c1)[C@H]1C[C@H](CC(=O)N3CCOCC3)O[C@@H](CO)[C@H]1O2,-2,-9,7,.,-2[16.7 µM],0,-0.2,.
Cc1ccc(CCNC(=O)CN2C(=O)CSc3ccc(S(=O)(=O)N4CCOCC4)cc32)cc1,0,-8,7,-2,1,5,-0.2,-4
# Later entries.
SMILES,Cneo AK release,RAD54 branch,PglD inh,ERAP1 inh,miR-122 sensor,PGC1a acetyl inh,E-selectin induc,RAD52 anneal inh
CCCCCCN1C[C@H](O)[C@@H](n2cc(C3CC3)nn2)C[C@@H]1c1ccc(Cl)cc1,1,-18,-6,7,-3,.,-0.1,-14
Cc1ncsc1CCOC(=O)c1ccc(Cl)cc1,-20,-16,1,2,-3,5,.,3
CCNc1nc(NCC)n2c(SCC(=O)Nc3ccc(OC)c(OC)c3)nnc2n1,0,-9,5,-1,-4,-1,2.4,4
O=C(NCc1ccc(F)cc1)[C@@H]1[C@@H](CO)[C@@H]2Cn3c(cccc3=O)[C@H]1N2CC1CC1,-3,-4,2,-5,7[16.7 µM],.,0.4,15
CCC(=O)N1CCCC(C)(C(=O)Nc2nccc3cccnc23)C1 (stereo not given),-1,3,-6,-1,1,.,0.2,-17
CCCN(CC(=O)Nc1ccc(F)c(F)c1F)C(=O)Cc1ccc(OC)c(S(=O)(=O)N2CCOCC2)c1,0,11,-3,-3,-4,2,.,-2
COc1cccc(-c2nc(CS(=O)(=O)CC(=O)Nc3cc(C)ccc3C)c(C)o2)c1,-1,4,-2,3,-9,-7,-2.2,-6
CC1=NC(=O)C(N=Nc2cccc(C(=O)O)c2)N1c1ccccc1 (stereo not given),.,.,.,23,1,-6,.,4
O=C(/C=C/c1cccc(Cl)c1)Nn1c(-c2cccs2)nc2ccccc2c1=O,.,.,.,-5,-11,4,-0.1,-26
CCC(=O)N1CC2(C1)[C@H](c1ccccc1)[C@@H](CO)N2Cc1cccc(Cl)c1,.,.,.,1,.,-19,-0.4,-8
O=C(Nc1ccc(F)cc1)N1CCCCN2[C@H](C1)[C@H](c1ccc(C#Cc3ccccc3)cc1)[C@@H]2CO,-1,10,-2,1,11[16.7 µM],4,-0.8,-14
S=C(NCCCc1cnc[nH]1)NCCCN(Cc1ccc(Cl)c(Cl)c1)c1ccc(Br)cn1,2,-6,5,.,-12,.,0.1,-2
O=c1[nH]nc(Cc2ccc(Cl)cc2)c2ccccc12,2,-2,0,.,-11,-8,.,.
CCC1(CC)NC(=O)N(CC(=O)OC(C)C(=O)Nc2ccccc2OC)C1=O (stereo not given),-1,-15,5,0,2,.,-0.5,-3
Cc1ccc(S(=O)(=O)N(C)C[C@@H]2Oc3ccc(NS(C)(=O)=O)cc3C(=O)N([C@@H](C)CO)C[C@@H]2C)cc1,-1,-9,1,0,-1[16.7 µM],-7,0.0,-5
Cc1ccc(CC2(C)C(=O)Nc3c(Cl)cccc32)cc1 (stereo not given),-4,1,0,0,0,-29,-0.1,4
Cc1ccccc1-n1c(=O)cc(NCC2CCCO2)[nH]c1=O (stereo not given),-2,6,0,12,3,3,.,-8
NC(=O)C1CCN(C(=O)COc2ccc(S(=O)(=O)NCc3ccccc3)cc2Cl)CC1,7,0,-6,1,2,-9,.,-10
Cc1c(OC(=O)CNC(=O)OC(C)(C)C)ccc2c3c(c(=O)oc12)CCC3,1,8,-6,.,-6,3,.,.
O=C(Nc1ccc(Cl)c(Cl)c1)Nn1cnnc1,-6,-15,-6,2,-4,-9,.,6
COc1ccc2c(c1OC)C(=O)N(c1ncn[nH]1)C2,5,-1,-2,.,0,-7,.,.
